Screens as filed in PubChem.
H1N1 NS1A inhibition = H1N1 influenza NS1A inhibitors, functional cell based assay (AID 504329) | 0.3% of 340,000 active | inhibition, % at 12.5 µM, or IC50 in µM where a hit was titrated | NS1A functional cell-based assay, percent inhibition; higher % means a stronger effect; in the data active means a potency from the dose series; inconclusive means inhibition above about 27% without an active follow-up result; further: strong numbers were not always called active
inhibitors of VEEV = inhibitors of VEEV TC-83 cytopathic effect, confirmation, Vero cells (AID 588727). Vero cells, VEEV TC-83 cytopathic effect inhibition; higher % means a stronger effect. inhibition, % at 20 µM; hits with a dose series show IC50 in µM. 0.13% of 350,000 active; in the data active means a potency from the dose series; inconclusive means inhibition mostly from about 14% at the one dose, without a potency; inactive means the rest, 99 in 100 with inhibition below about 12%; further: strong numbers were not always called active
PhoP GFP inhibition = PhoP regulon inhibitors, Salmonella typhi PhoP promoter GFP reporter, confirmatory (AID 1850); 0.33% of 310,000 active; inhibition, % at 50 µM; hits with a dose series show IC50 in µM; Salmonella Typhi PhoP-promoter GFP reporter, fluorescence, 4 h; higher % means a stronger effect; in the data active means a potency from the dose series; inconclusive means inhibition mostly from about 25% at the one dose, without a potency; inactive means the rest, 99 in 100 with inhibition below about 19%;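 further: 0% = induced wells with vehicle and 100% = uninduced wells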
M. tuberculosis = growth inhibition of non-replicating M. tuberculosis (AID 488890); Mycobacterium tuberculosis non-replicating, growth inhibition; higher % means a stronger effect; inhibition, % at 25 µM; hits with a dose series show IC50 in µM; 0.39% of 320,000 active; in the data active means a potency from the dose series; inconclusive means inhibition mostly from about 82% at the one dose, without a potency; inactive means the rest, 99 in 100 with inhibition below about 76%;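 further: plate controls were DMSO cells for no effect and high antibiotic wells for full effect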
H37Rv inhibition = M. tuberculosis growth inhibition, HTS (AID 449762); one-dose inhibition, % at 25 µM; IC50 in µM for titrated hits; 0.59% of 330,000 active; M. tuberculosis H37Rv growth inhibition, 7H9 media; higher % means a stronger effect; in the data active means a potency from the dose series; inconclusive means inhibition above about 70% without an active follow-up result;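 further: bacterial growth assessed after seven days of incubation; strong numbers were not always called active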
inhibitors of VEEV 10K pilot screen = recorded beside inhibitors of VEEV, whose call it bears; inhibition, %; measured here: 10K pilot screen inhibition
* marks the source's active call; other numbers are inactive results; i = inactive; ? = inconclusive; / = not tested or not shown.

SMILES | H1N1 NS1A inhibition | inhibitors of VEEV | PhoP GFP inhibition | M. tuberculosis | H37Rv inhibition | others
O=C(NC1CCCCC1)C(c1ccc(O)c(O)c1)N(C(=O)Cn1nnc2ccccc21)c1cccc(O)c1 (stereo unspecified) | -5.0% | 5.2% | 8.2% | -17.6% | 0.8%
Cc1cc(Cl)ccc1Oc1ccccc1C(=O)CC#N | 4.5% | 0.3% | -7.8% | 50.4% | 9.1%
COc1ccccc1NS(=O)(=O)c1cc(NC(=O)Nc2cccc(C)c2)ccc1N1CCCCC1 | 25.1% | 0.1% | -5.1% | 33.0% | -3.9%
COc1ccc(CC(=O)c2ccc(O)cc2O)cc1 | 6.2% | 0.1% | -0.7% | -13.6% | -7.5%
COC(=O)c1c(C)[nH]c(C(=O)C(C)OC(=O)C2=NNC(=O)CC2)c1C (stereo unspecified) | 20.7% | 1.6% | 0.3% | -6.7% | 1.1%
CN(c1ccc(OCC(=O)OCC(=O)Nc2c(F)c(F)c(F)c(F)c2F)cc1)S(=O)(=O)c1ccc(F)cc1 | -3.2% | i | -0.8% | -2.1% | -0.5%
Cc1ccc(OCCN2CCN(C(=O)CCC(=O)Nc3nnc(C(C)C)s3)CC2)cc1 | -14.6% | i | -0.1% | -0.9% | 1.0%
O=C(CSC1=NS(=O)(=O)c2cc(Cl)ccc2N1)Nc1ccccc1C(F)(F)F | -1.7% | 2.8% | 2.7% | 22.6% | 17.8%
CCN1CCC(NCC2CCCCC2)CC1 | 0.0% | 4.2% | 3.6% | 20.2% | -0.7%
Nc1ncnc2c1ncn2[C@@H]1O[C@H](CNCc2cccn2-c2nccs2)[C@@H](O)[C@H]1O | -19.2% | i | / | 0.4% | 6.8%
CCNC(=S)Nc1ccc(OC(F)(F)F)cc1 | -4.4% | 1.2% | 8.1% | 77.6% | -4.0%
Cc1ccc(C)c(NCC(O)c2ccccc2)c1 (stereo unspecified) | -6.0% | 0.1% | 6.1% | 11.3% | 2.6%
CC(C)CC(=O)Nc1ccc(C(=O)COC(=O)C2CC(=O)N(Cc3ccccc3)C2)cc1 (stereo unspecified) | -1.7% | 0.1% | / | 13.6% | 2.4%
COc1cc2sc3ccc(C#Cc4ccc(N)cc4)cc3c(=O)c2cc1OC | 1.7% | 1.7% | 0.9% | 34.2% | 13.4%
CN(CC(=O)Nc1cccc(F)c1)C(=O)COc1ccc2c(c1)CCC2 | -8.1% | 0.6% | / | 60.4% | -0.1%
COc1ccc(-n2c(=S)[nH]c3cc(C(=O)N4CCN(c5ccccc5)CC4)ccc3c2=O)cc1 | -4.4% | 1.0% | -12.4% | -2.1% | -5.7%
Cc1nn(Cc2ccccc2)c(C)c1CCC(=O)O | 1.7% | 5.0% | 7.6% | 22.5% | 3.0%
CCCC(=O)N(c1ccc(OC)cc1)C1C=CS(=O)(=O)C1 (stereo unspecified) | -0.1% | 1.0% | 20.0% | -20.7% | -6.3%
CCCCNC(=O)C1CC(=O)N(CCC(C)C)C1 (stereo unspecified) | -14.7% | 1.8% | -7.0% | -9.1% | -0.3%
N#C/C(=C\c1cccc(Oc2ccc(C(F)(F)F)cc2[N+](=O)[O-])c1)c1nc2ccccc2[nH]1 | -3.6% | 8.5% | -4.9% | 16.5% | 1.5%
Cc1cccc(C)c1NC(=O)CSc1cc(C(=O)c2nccn2C)c2ccccc2n1 | -0.4% | 2.0% | -7.6% | -5.0% | 4.1%
CCCCNc1ncnc2sc3c(c12)CCN(CCC)C3 | 4.8% | 1.3% | 3.4% | 40.3% | 16.9%
Cc1cccc(NC(=O)c2ccc3c(c2)OCCO3)n1 | -2.3% | 2.3% | -1.8% | -0.9% | -4.3%
NS(=O)(=O)c1ccc(NC(=O)CCc2ccccc2)cc1 | 4.0% | 2.0% | -1.8% | -0.3% | -4.2%
O=C(Nc1nc2c(F)cc(F)cc2s1)c1ccc([N+](=O)[O-])o1 | 3.9% | 9.6% | -3.9% | 73.4% | 12.8% | inhibitors of VEEV 10K pilot screen=3.4
O=C(Nc1ccccc1)/C(=C1\CCCN1)[N+](=O)[O-] | 5.8% | 0.1% | -2.6% | -7.9% | 3.8%
Nc1[nH]c2cc([N+](=O)[O-])ccc2c1-c1ccccn1 | 13.1% | 8.1% | -18.1% | 13.1% | 22.9%
Cc1ccc(C(=O)Nc2ncc([N+](=O)[O-])s2)cc1 | -2.2% | 2.5% | 0.6% | ? | 8.9%
CC(=O)c1ccc(NC(=O)c2cnsn2)cc1 | 1.7% | i | 10.1% | 13.4% | -4.3%
COc1ccc(CCNC(=O)N2c3ccccc3Sc3ccccc32)cc1 | -8.7% | 6.2% | -1.7% | 43.5% | 7.9%

Overlap with the part before: 6 entries; new compounds follow.
SMILES | H1N1 NS1A inhibition | inhibitors of VEEV | PhoP GFP inhibition | M. tuberculosis | H37Rv inhibition | others
O=C(Nc1nc2c(F)cc(F)cc2s1)c1ccc([N+](=O)[O-])o1 | 3.9% | 9.6% | -3.9% | 73.4% | 12.8% | inhibitors of VEEV 10K pilot screen=3.4
O=C(Nc1ccccc1)/C(=C1\CCCN1)[N+](=O)[O-] | 5.8% | 0.1% | -2.6% | -7.9% | 3.8%
Nc1[nH]c2cc([N+](=O)[O-])ccc2c1-c1ccccn1 | 13.1% | 8.1% | -18.1% | 13.1% | 22.9%
Cc1ccc(C(=O)Nc2ncc([N+](=O)[O-])s2)cc1 | -2.2% | 2.5% | 0.6% | ? | 8.9%
CC(=O)c1ccc(NC(=O)c2cnsn2)cc1 | 1.7% | i | 10.1% | 13.4% | -4.3%
COc1ccc(CCNC(=O)N2c3ccccc3Sc3ccccc32)cc1 | -8.7% | 6.2% | -1.7% | 43.5% | 7.9%
Cc1cccc(Cn2cnc3ccccc32)c1 | 0.1% | i | -5.7% | 23.8% | -2.2%
CS(=O)(=O)c1ccc2nc(NC(=O)c3ccc(Cl)cc3)sc2c1 | -6.0% | 2.5% | 0.8% | -12.8% | 10.8%
CC(C)NC(=O)CCN1C(=O)c2ccccc2Sc2ncccc21 | -3.8% | i | 4.0% | -5.6% | -2.6%
Cc1cc(NC(=O)CSc2nc(-c3cccnc3)ccc2C#N)no1 | 9.7% | 3.8% | 5.4% | 24.5% | 5.6%
CC(Sc1nc2ccccc2[nH]1)C(=O)NC1CCCCC1C (stereo unspecified) | -3.5% | 0.1% | -7.2% | 20.8% | 0.6%
Cc1cccc(/C(N)=N/OC(=O)CCCN2C(=O)c3ccccc3C2=O)c1 | -22.9% | 1.2% | -13.7% | -7.5% | -3.4%
COC(=O)Cn1ncc(N2CC(C)OC(C)C2)c(Cl)c1=O (stereo unspecified) | -21.4% | 1.5% | -0.6% | -15.8% | 3.2%
CC(C)CN(C(=O)COC(=O)CNC(=O)c1ccc(Cl)cc1)C1CCS(=O)(=O)C1 (stereo unspecified) | -5.9% | 0.9% | 4.0% | -6.6% | 1.6%
CCCc1ccc(-c2ccc(-c3noc(-c4ccncc4)n3)cc2)nc1 | -7.5% | 1.6% | -4.8% | -1.4% | 7.3%
CCn1c(Cc2ccccc2)nnc1SCC(=O)NC(C)(C)C | 2.7% | i | -8.3% | -10.9% | -2.4%
CCOCCCNCc1ccc(Cl)cc1 | 3.2% | 0.7% | -2.0% | 9.7% | 5.8%
CCOc1ccc(NC(=O)c2cccc3c2C(=O)N(CCOC)C3)cc1 | 2.0% | 7.8% | -5.0% | 4.8% | -9.4%
COc1ccc(N(CCC(=O)NCCc2ccccc2)S(=O)(=O)c2ccc(C)cc2C)cc1 | -7.4% | 0.4% | / | 31.1% | -5.0%
Cc1c(CC(=O)NCCCC(=O)O)c(=O)oc2c(C)c3oc4c(c3cc12)CCCC4 | -8.4% | 1.2% | 6.3% | -5.9% | 7.3%
Cc1ccccc1C(=O)Nc1cc(S(=O)(=O)N2CCCCC2)ccc1N1CCN(C)CC1 | 7.6% | 0.8% | -28.9% | 5.2% | -2.8%
Cc1nc2ccc(C(=O)Nc3cccc([N+](=O)[O-])c3)cc2s1 | 3.9% | 0.9% | 5.7% | -5.0% | 11.6%
Cc1cc[n+](-c2nc([O-])sc2/C=N/Nc2ccc([N+](=O)[O-])cc2)cc1 | 4.3% | 0.5% | -5.2% | -3.0% | -11.4%
COc1cccc(CC(=S)N2CCOCC2)c1 | -6.5% | 1.1% | -1.3% | -18.9% | -2.6%
CN(C)c1ccc(C(O)P(=O)(OCc2ccccc2)c2ccc(N(C)C)cc2)cc1 (stereo unspecified) | / | 5.2% | -20.0% | 17.6% | 4.3%
Cc1cc(O)cc2c(=O)c3ccccc3sc12 | -1.6% | 3.4% | -6.5% | -4.1% | 62.7%
COc1ccc(-c2ccc3c(c2)C2CC3CCN2CCC#N)cc1 (stereo unspecified) | -8.8% | 0.7% | / | / | /
CC(C(=O)N1CC2(C)CC1CC(C)(C)C2)N1C(=O)c2ccccc2C1=O (stereo unspecified) | -0.6% | 2.6% | -2.9% | -10.8% | -6.7%
COc1ccc(-c2nn(-c3ccccc3)cc2C(=O)N2CCN(S(=O)(=O)c3cccc(F)c3)CC2)cc1 | -4.6% | 8.4% | 2.6% | -7.0% | 28.9%
C=CCOc1c(Cl)cc(CNn2cn[nH]c2=S)cc1OC | 11.1% | 1.0% | 12.4% | -23.2% | -1.8%
O=C(Cc1cccs1)NCCc1cn2ccccc2n1 | 3.0% | 0.6% | 1.4% | -22.0% | -4.1% | inhibitors of VEEV 10K pilot screen=0.2
O=C(N1CCCCCC1)N1CCN(S(=O)(=O)N2CCOCC2)CC1 | 1.2% | i | -0.4% | 0.3% | -7.5%
COc1ccc(CCNC(=O)c2ccc3c(c2)OCCO3)cc1 | 9.0% | 1.1% | 5.7% | 7.9% | 1.9%
COCCCNC(=O)COc1ccc(Br)cc1Cl | -12.6% | 0.9% | 4.5% | 19.2% | -0.3%
CC1CCCc2sc3nc(NCc4ccco4)n4ncnc4c3c21 (stereo unspecified) | -3.6% | 6.4% | -11.1% | 38.2% | 24.7%
O=C/C(=C\Nc1ccc(Cl)cn1)c1nc2ccccc2o1 | 3.5% | 0.8% | -5.0% | 23.5% | 3.6% | inhibitors of VEEV 10K pilot screen=1.1
Cc1cccc(C)c1NC(=O)C1(N(Cc2ccco2)C(=O)CC2NC(=O)NC2=O)CCCCC1 (stereo unspecified) | 12.9% | 1.1% | 6.6% | 5.3% | 1.5%
NC(=O)COC(=O)CCSc1ccc(Cl)cc1 | 4.8% | 0.4% | 8.9% | 58.7% | -7.7%
O=c1[nH]c2cc3c(cc2cc1C(c1nnnn1Cc1ccccc1)N1CCCc2ccccc21)OCO3 (stereo unspecified) | / | / | -2.0% | 12.5% | 2.8%
O=C(N/N=C/C=C/c1ccccc1[N+](=O)[O-])c1ccncc1 | -15.2% | i | -9.7% | 1.23µM* | ?
CSc1ccccc1C(=O)NCCCOC(C)C | -3.0% | 0.6% | -12.7% | -17.5% | -11.0%
Cn1cc(CN2CCCC(C(=O)c3cccs3)C2)c(-c2cccc(Cl)c2)n1 (stereo unspecified) | 8.0% | 0.8% | -17.2% | 19.5% | 4.2%
CC1(C)C(=O)OC(/C=C\c2ccccc2)C(C)(C)C1=O (stereo unspecified) | 6.7% | 2.9% | 2.6% | -7.0% | -3.1%
Cc1nc2ccccc2n1C1CCN(CC(=O)NCc2ccc(F)cc2)CC1 | 2.2% | 0.5% | 0.4% | 6.2% | -9.9%
Cc1ccc2[nH]c3c(c2c1)CN(C(=O)CN1CCN(c2cccc(C)c2C)CC1)CC3 | 7.6% | 4.7% | -0.7% | ? | ?
CCCCCCCCCCCCCCCC[n+]1ccc(C(N)=O)cc1 | 25.2% | i | 10.5µM* | ? | ?
COc1ccc(NC(=O)NN2CCOCC2)cc1OC | 3.1% | 1.7% | 2.8% | 8.2% | 2.5%
NS(=O)(=O)c1cccn1-c1ncc(C(F)(F)F)cc1Cl | 1.7% | 0.9% | -2.3% | -8.3% | -9.3%
CC(O)[C@H]1CC[C@H]2[C@@H]3CC[C@H]4C[C@H](O)CC[C@]4(C)[C@H]3[C@H](O)C[C@]12C (stereo partly specified) | 6.5% | 0.4% | 5.4% | 12.2% | -2.4%
COc1cc(COc2ccc3c(C)c(Cc4ccccc4)c(=O)oc3c2)cc(OC)c1OC | 1.4% | 3.7% | 4.1% | -10.5% | 3.2%
CSc1ccccc1NC(=O)CN(C)CC(=O)Nc1c(F)cccc1F | -13.8% | i | 16.0% | / | 5.5%
COc1cc(C(=O)Nc2ccc(Cl)c([N+](=O)[O-])c2)cc(OC)c1OC | 2.8% | 1.8% | 3.7% | 0.5% | -2.0%
